DDE Tn6 FP inh = inhibitors of Tn6 peptide binding to human fibrin DD(E); AID 720509; 370,000 tested, 0.21% active; Fibrin DD(E) TRITC-Tn6 fluorescence polarization displacement; inhibition, % at 8.3 µM;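 active means inhibition above a per-campaign cutoff: mean of compounds within control limits plus 3 SD, cut at about 15% in these data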;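 further: 0% = median of all compound wells on the plate and 100% = blocking peptide control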
MBD2 DNA inh = inhibitors of human MBD2 binding to methylated oligonucleotide. TR-FRET. inhibition, % at 4.4 µM. 370,000 tested, 0.31% active. AID 686964; in the data active means inhibition above about 13%
PLCg1 inh = PLC-gamma1 (human) inhibition, primary screen | P19174 | purified PLC-gamma1, fluorogenic substrate, fluorescence | inhibition, % at 12.2 µM | 370,000 tested, 0.84% active | AID 720700; in the data active means inhibition above about 9.5%
Target sequence (P19174 whole entry, looked up): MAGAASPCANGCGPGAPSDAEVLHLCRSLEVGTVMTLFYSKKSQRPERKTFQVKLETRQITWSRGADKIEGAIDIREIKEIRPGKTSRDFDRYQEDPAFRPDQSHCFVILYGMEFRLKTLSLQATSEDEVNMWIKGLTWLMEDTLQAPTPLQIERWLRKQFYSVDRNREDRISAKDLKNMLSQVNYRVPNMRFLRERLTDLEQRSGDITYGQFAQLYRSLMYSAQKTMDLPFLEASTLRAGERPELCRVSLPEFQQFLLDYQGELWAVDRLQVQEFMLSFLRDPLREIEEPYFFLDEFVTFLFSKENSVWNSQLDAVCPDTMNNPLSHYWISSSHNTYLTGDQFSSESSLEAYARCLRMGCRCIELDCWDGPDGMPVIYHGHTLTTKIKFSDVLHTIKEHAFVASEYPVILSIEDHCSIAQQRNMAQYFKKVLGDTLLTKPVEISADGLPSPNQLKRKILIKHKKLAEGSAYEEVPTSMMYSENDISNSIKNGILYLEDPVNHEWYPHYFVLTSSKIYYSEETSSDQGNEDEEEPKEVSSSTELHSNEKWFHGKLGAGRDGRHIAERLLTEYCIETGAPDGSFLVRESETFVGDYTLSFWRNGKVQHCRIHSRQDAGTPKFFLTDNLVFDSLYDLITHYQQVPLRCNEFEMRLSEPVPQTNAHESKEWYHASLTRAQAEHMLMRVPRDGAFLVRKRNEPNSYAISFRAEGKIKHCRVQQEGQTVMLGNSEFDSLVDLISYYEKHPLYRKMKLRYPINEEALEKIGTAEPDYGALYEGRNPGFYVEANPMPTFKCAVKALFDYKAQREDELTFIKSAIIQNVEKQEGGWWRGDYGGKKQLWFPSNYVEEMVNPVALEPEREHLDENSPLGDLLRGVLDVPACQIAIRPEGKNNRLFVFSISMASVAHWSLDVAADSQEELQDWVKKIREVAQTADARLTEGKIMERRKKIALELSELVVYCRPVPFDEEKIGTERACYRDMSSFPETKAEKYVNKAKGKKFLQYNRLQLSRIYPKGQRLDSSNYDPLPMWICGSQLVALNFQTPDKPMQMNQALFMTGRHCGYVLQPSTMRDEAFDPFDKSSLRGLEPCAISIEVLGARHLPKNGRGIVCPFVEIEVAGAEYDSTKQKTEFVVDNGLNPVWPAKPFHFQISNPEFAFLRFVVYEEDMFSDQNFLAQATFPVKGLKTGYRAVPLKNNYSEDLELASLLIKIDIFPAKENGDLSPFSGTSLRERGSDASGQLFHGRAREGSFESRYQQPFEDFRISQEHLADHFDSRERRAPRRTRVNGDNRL
PLCb3 inh = inhibitors of human phospholipase C beta3. AID 720704. Purified PLC-beta3, fluorogenic substrate, fluorescence. inhibition, % at 12.2 µM. 370,000 tested, 0.18% active; in the data active means inhibition above about 11%;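 further: 0% = median of compound wells on plate and 100% = full blocker control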
ASAP1 inh = blocks human ASAP1-stimulated Arf1 GTP hydrolysis | Q9ULH1 | 360,000 tested, 0.19% active | inhibition, % at 16.5 µM | GDP FP detection; in the data active means inhibition above about 25%;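 further: 0% = vehicle with enzyme and substrate and 100% = no enzyme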
ADAM17 inh = inhibits human ADAM17; P78536; recombinant ADAM17, EDANS/DABCYL FRET peptide cleavage; inhibition, % at 6.95 µM; 370,000 tested, 0.83% active; AID 720648;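 active means inhibition above the mean of compounds lying between control limits plus 3 SD, set per campaign, cut at about 8.5% in these data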;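 further: 0% = DMSO-only wells as the low control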
ARFGAP1 inhibitor = inhibits rat ARF GTPase activating protein 1; 360,000 tested, 0.26% active; Arfgap1-stimulated ARF1 GTP hydrolysis, GDP FP detection; AID 651572; inhibition, % at 16.5 µM;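 active means inhibition above a per-plate limit, mean inhibition of low control wells plus 3 SD, cut at about 25% in these data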;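 further: 0% = DMSO wells with enzyme and 100% = wells lacking Arfgap1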
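Repeats: one replicate per compound; assay system: rat Arfgap1 catalytic domain, aa 1-136; times: enzyme reaction 120 min at 25 °C after 20 min preincubation; detection: FP of antibody-bound GDP Alexa 633 tracer, ex 620/em 688 nm; benchmarks: high control wells lacking Arfgap1, low control full reaction with DMSO; reagent: human ARF1(Δ1-17)-GTP substrate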
UHRF1 binding = UHRF1 methyl-DNA binding inhibition; 370,000 tested, 0.75% active; AID 687016; UHRF1 binding to methylated oligo, TR-FRET; Q96T88; inhibition, % at 4.4 µM; in the data active means inhibition above about 21%;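 further: UHRF1 SRA domain binding a hemimethylated CpG hairpin DNA probe; 0% = median of test compound wells and 100% = reference inhibitor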
KLK7 zymogen act = activators of human kallikrein-7 zymogen. purified proKLK7, EDANS-DABCYL substrate fluorescence; 100% is mature enzyme control, 0% vehicle. activation, % at 7 µM. 370,000 tested, 0.9% active;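 active means activation above the mean of all tested compounds plus 3 SD, computed per campaign excluding outliers beyond control limits, cut at about 13% in these data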
DDE Tn7 FP inh = DD(E)-Tn7 binding inhibition, primary FP screen; P02675; FP displacement of FITC-Tn7 peptide from fibrin DD(E); 0% = median of compound wells per plate; inhibition, % at 8.3 µM; 370,000 tested, 0.13% active;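 active means inhibition above the mean of compounds falling within the control limits plus 3 SD of them, cut at about 14% in these data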;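 further: 0% = plate median of compound wells and 100% = 10 µM Aha-Tn7 peptide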
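Assay system: Human fibrin DD(E) protein | Medium: Tris buffer with calcium and detergent, pH 7.8 | Reagent: 0.1 µM fluorescent Tn7 | Compound dosing: Single point at 8.3 µM | Times: 10 min preincubation, 3 h with tracer, room temperature | Detection: Fluorescence polarization of the labelled Tn7 tracer | Controls: Aha-Tn7 high control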
The depositor's hits bear a star; i = inactive.

SMILES	DDE Tn6 FP inh	MBD2 DNA inh	PLCg1 inh	PLCb3 inh	ASAP1 inh	ADAM17 inh	ARFGAP1 inhibitor	UHRF1 binding	KLK7 zymogen act	DDE Tn7 FP inh
CC(=O)Oc1cc2c(C(=O)NCCCN3CCOCC3)c(C)oc2c2ccccc12	-1	0	0	3	7	-3	12	-3	0.7	-3
CN1CCCN(C(=O)c2ccccc2Cl)CC1	-3	0	2	0	5	0	-1	-1	-0.3	2
O=C(NC1CCCCC1)C1CCC(=O)N(Cc2cccc(C(F)(F)F)c2)C1 (configuration not stated)	-5	2	0	-7	9	-1	0	1	0.6	2
COc1ccc(/C=N/Nc2nnc(C)n2N)cc1OC(C)=O	3	-5	11*	0	1	-1	13	8	0.6	-5
O=C(Cc1ccccc1)Nc1ccc(NC(=O)c2cccs2)cc1Cl	-1	0	-1	2	4	-33	-2	-1	2.2	-1
O=C1C(=O)N(Cc2cccnc2)C(c2ccccn2)/C1=C(/O)c1ccc(F)cc1 (configuration not stated)	1	0	-2	-44	-6	-4	4	1	0.1	3
O=C(NCCS(=O)(=O)NC1CCCC1)c1ccccc1	6	-2	0	-3	2	-3	6	0	0.5	-7
COc1ccc(-n2c(=O)c3c4c(sc3n3c(=S)[nH]nc23)CCCC4)cc1	-9	1	-3	-3	8	0	7	3	-0.1	-1
O=C(CSc1cn[nH]n1)Nc1ccccc1C(F)(F)F	-6	-1	-3	-2	1	-1	-3	17	-0.6	-2
CC(C)Oc1ccc(C(=O)Nc2ccc(N3CCCCC3)cc2)cc1	3	-1	-1	3	-14	-1	-3	-2	-0.5	-4
COc1ccc(S(=O)(=O)N2CCOCC2)cc1NC(=O)COc1ccccc1	-1	5	3	-2	4	-4	-5	-3	-0.3	-1
CN(C)S(=O)(=O)c1cc(NC(=O)COC(=O)CCc2ccccc2)ccc1Cl	-2	-1	0	-12	1	-2	5	-3	0.0	1
O=C(CCCCn1c(=O)c2ccccc2n(CC(=O)Nc2ccccc2)c1=O)NCc1ccco1	-2	4	0	-1	4	-3	10	20	0.0	5
COc1cc(C(=O)NCCNc2nc3cc(C)ccc3cc2C#N)cc(OC)c1OC	2	-6	-39	-62	8	-85	3	1	1.1	-1
CCN(c1ccccc1)S(=O)(=O)c1ccc(OC)c(NS(=O)(=O)c2cccs2)c1	0	3	2	-7	-5	-2	-2	3	-0.3	5
O=C(CCl)c1ccc2c(c1)CCN2C(=O)C1CCCCC1	3	5	-7	-18	1	-10	3	15	3.2	6
Cc1cc(OCC(O)CN(C)C(=O)C(C)Oc2ccccc2)ccc1Cl (configuration not stated)	7	0	5	-5	-13	2	1	4	0.8	0
CC(=O)Nc1cccc(C(=O)Oc2cccc(C)c2)c1O	-3	1	-8	-17	4	-12	7	-3	40*	0
Cc1ccc(C)c(NC(=S)NC(C)C(c2ccccc2)N2CCN(C)CC2)c1 (configuration not stated)	4	2	1	-2	12	-3	0	-1	0.4	4
COCCNC(=O)NC(=O)COC(=O)Cc1ccc2c(c1)OCCO2	-1	0	-4	-1	-3	-2	-10	0	-0.5	4
COc1ccc(C2/C(=C(\O)c3ccc4c(c3)OCCO4)C(=O)C(=O)N2CCCn2ccnc2)cc1 (configuration not stated)	0	-1	-8	-20	0	3	-3	-3	0.1	-3
O=C(CN1C(=O)NC2(CCOc3ccccc32)C1=O)c1ccc[nH]1 (configuration not stated)	2	-1	-6	-5	10	-4	14	2	0.9	-6
CC1CCCCN1C(=O)c1ccccc1NC(=O)c1ccco1 (configuration not stated)	0	-5	4	6	19	1	-2	5	0.4	-3
COc1ccc(OCC(=O)N/N=C2\CCCCc3ccccc32)cc1	-1	0	3	2	15	-1	-7	4	-0.3	-8
COCc1cc(C)n(CC(=O)Nc2ccc(N3CCOCC3)c(Cl)c2)c(=O)c1C#N	-4	2	2	-9	11	-7	13	4	-0.1	1
Cc1ccc(/C=C/C(=O)OCC(=O)NCc2ccccc2)o1	1	-3	-1	-10	11	-6	-6	-2	0.1	2
CCCCNC(=O)C1(C)CCN1C(=O)c1oc2ccccc2c1C (configuration not stated)	3	-1	2	-1	2	1	-5	4	-0.7	0
O=C(N/N=C/c1ccc(-c2ccc([N+](=O)[O-])cc2)o1)c1cccnc1	-4	-8	-74	-117	-11	6	11	-8	3.1	1
COc1ccc(OCC(=O)OC(C)CN2CCCCC2)cc1 (configuration not stated)	4	-2	4	-6	-9	-3	4	1	0.1	2
COc1ccc(OC(C)C(=O)N2CC(C)OC(C)C2)cc1 (configuration not stated)	0	4	6	4	5	-1	-4	-4	0.2	4
CCc1nc(SCC(=O)NC2CC2)c2c(C)c(C)sc2n1	-3	-6	1	-6	5	0	0	1	-0.6	3
Cc1ccc(NC(=O)/C=C/c2cccc([N+](=O)[O-])c2)nc1	5	-2	4	5	2	1	-3	0	-0.1	-1
Cc1ccc2cc(C#N)c(SCC(=O)NCC3CCCO3)nc2c1 (configuration not stated)	3	3	-1	-2	-4	-3	4	0	-0.7	10
Cc1ccc(Cc2nnc3n(-c4ccccc4)nc(C(=O)c4ccccc4)n3c2=O)cc1	-2	3	2	-1	16	-3	0	4	-0.2	1
O=c1ncccn1C1OC(CO)C(O)C1O (configuration not stated)	-11	1	3	5	11	-1	9	2	0.3	-2
O=C(C1CC1c1ccccc1)N1CCOCC1 (configuration not stated)	7	0	4	1	10	-3	3	-1	-0.5	1
Cc1ccc(C(=O)OCC(=O)N2CCCc3ccccc32)cc1C	-2	-9	-2	0	-6	1	-20	-1	0.3	-2
COc1ccc(O)c(/C=N/Nc2nc3ccccc3[nH]2)c1	-8	-3	-21	-30	7	-9	-1	2	-0.7	8
Cc1ccc2nc(N3CCN(C(=O)CCCC(=O)O)CC3)nc(-c3ccccc3)c2c1	-5	-5	-408	i	1	-109	-5	3	2.5	4
O=C(O)c1ccc(NC(=O)C(c2ccccc2)c2ccccc2)cc1	-1	-1	-1	-6	9	-3	2	-3	0.3	-1

Ordered by SMILES length (highest first): three of the compounds above.
SMILES	DDE Tn6 FP inh	MBD2 DNA inh	PLCg1 inh	PLCb3 inh	ASAP1 inh	ADAM17 inh	ARFGAP1 inhibitor	UHRF1 binding	KLK7 zymogen act	DDE Tn7 FP inh
CCN(c1ccccc1)S(=O)(=O)c1ccc(OC)c(NS(=O)(=O)c2cccs2)c1	0	3	2	-7	-5	-2	-2	3	-0.3	5
COc1ccc(S(=O)(=O)N2CCOCC2)cc1NC(=O)COc1ccccc1	-1	5	3	-2	4	-4	-5	-3	-0.3	-1
O=C(O)c1ccc(NC(=O)C(c2ccccc2)c2ccccc2)cc1	-1	-1	-1	-6	9	-3	2	-3	0.3	-1

3 of the compounds above, as comma-separated lines:
mol,DDE Tn6 FP inh,MBD2 DNA inh,PLCg1 inh,PLCb3 inh,ASAP1 inh,ADAM17 inh,ARFGAP1 inhibitor,UHRF1 binding,KLK7 zymogen act,DDE Tn7 FP inh
COc1ccc(O)c(/C=N/Nc2nc3ccccc3[nH]2)c1,-8,-3,-21,-30,7,-9,-1,2,-0.7,8
Cc1ccc2nc(N3CCN(C(=O)CCCC(=O)O)CC3)nc(-c3ccccc3)c2c1,-5,-5,-408,i,1,-109,-5,3,2.5,4
O=C(O)c1ccc(NC(=O)C(c2ccccc2)c2ccccc2)cc1,-1,-1,-1,-6,9,-3,2,-3,0.3,-1

Further compounds
SMILES	DDE Tn6 FP inh	MBD2 DNA inh	PLCg1 inh	PLCb3 inh	ASAP1 inh	ADAM17 inh	ARFGAP1 inhibitor	UHRF1 binding	KLK7 zymogen act	DDE Tn7 FP inh
COc1ccccc1-c1cnc(C(O)c2ccc(C)cc2)[nH]1 (configuration not stated)	-2	0	-2	1	9	-3	-11	1	0.1	2
COc1ccc(C)cc1NC(=O)CSc1nnc(-c2cc(C)[nH]n2)n1N	0	3	1	-8	-5	1	-3	1	0.1	-1
COC(=O)c1ccccc1NC(=O)C/C(C)=N/NC(=O)Cc1ccc(Cl)cc1	11	1	-5	-14	12	-1	-5	-3	0.0	1
CC(C)c1c(C(=O)N/N=C/c2c[nH]c3ccccc23)nnn1-c1nonc1N	-1	-4	-16	-22	12	3	4	-3	-0.4	-2
CCOC(=O)c1c(C)[nH]c(C(=O)CSc2nc3ccccc3o2)c1C	8	4	0	1	-2	-8	5	-5	0.5	-3
CCOC(=O)[C@]12CCC=C1N(CCC1=CCCCC1)C(=O)[C@H](CC(=O)N1CCCCC1)C2	-2	2	2	4	6	-2	-9	0	-0.2	0
CCCCNC(=O)C(Sc1ccccc1)c1ccccc1 (configuration not stated)	4	2	3	5	3	2	-9	4	0.0	4
CCc1nnc(NC(=O)c2ccc(S(=O)(=O)N3CCc4ccccc4C3)cc2)s1	-1	-3	-1	-1	-8	-2	-4	1	0.2	4
COc1ccc(S(=O)(=O)NCC2CCCN(C(=O)C3CCCC3)C2)cc1 (configuration not stated)	2	1	0	-4	7	-3	8	0	-0.1	3
Cc1ccsc1/C=N/NC(=O)CSCc1ccc(Cl)cc1	-12	1	-1	-1	6	5	-11	-5	0.5	-5
COc1ccc(CCNC(=O)CN(Cc2ccc(Cl)cc2)S(C)(=O)=O)cc1OC	4	-4	4	-2	5	0	8	0	0.3	-4
NC(=O)[C@@H]1CCCN1Cc1nc(Cc2ccccc2Cl)no1	-6	0	0	-6	9	-6	11	-2	0.4	-2
COc1cc(/C=N/NC(=O)c2ccc(CSc3nncn3C)cc2)ccc1OCC(=O)N1CC(C)OC(C)C1 (configuration not stated)	3	-2	-13	-29	4	-1	12	-1	-0.4	4
OCC[C@H]1C[C@H](O)[C@@H](O)[C@]2(CCCc3ccccc3O2)O1	1	-2	0	11*	5	4	9	2	-0.5	-3
COc1cccc(-c2ccc3c(c2)O[C@H](CN(C)C(=O)c2ccccc2F)[C@H](C)CN([C@H](C)CO)S3(=O)=O)c1	-4	-3	2	0	25*	1	-11	0	0.0	-7
COc1ccc(C(CNC(=O)c2ccco2)N2CCCCC2)cc1 (configuration not stated)	-6	0	-2	2	-2	-2	0	1	0.0	2
COc1ccc(-c2noc(CSc3nnc(-c4ccncc4)n3-c3ccc(F)cc3)n2)cc1OC	1	4	0	0	1	-4	-9	4	1.1	5
CC(C)Nc1oc(Cc2cccc3ccccc23)nc1C#N	5	3	-2	-2	9	-2	6	0	-0.5	-1
CC(=O)c1ccc(OCC(O)CN2CCN(CCN3C(=O)c4cccc5cccc(c45)C3=O)CC2)cc1 (configuration not stated)	-13	-3	-3	2	12	-6	15	3	0.1	1
CCCCCC(=O)Nc1ccc(Cc2ccncc2)cc1	-3	0	-1	0	-10	-4	4	-1	-0.6	-5
O=S(=O)(c1cc(Cl)ccc1Cl)N1CCN(Cc2ccc3c(c2)OCO3)CC1	5	1	4	5	2	4	-10	-1	0.8	-4
O=C(CN1C(=O)/C(=C/c2ccc(F)cc2)SC1=S)NC1C=CS(=O)(=O)C1 (configuration not stated)	-4	3	5	-10	4	-1	-6	0	0.4	6
O=C(Nc1ccc(F)cc1)N1CCN(c2ccc3nnc(-c4ccc(F)cc4)n3n2)CC1	14	2	-6	-7	-2	-4	0	-12	-6.3	6
O=S(=O)(c1ccc2c(c1)OCCO2)N1CCN(Cc2ccc3c(c2)OCO3)CC1	4	-5	0	-1	-5	4	-1	1	0.6	0
O=C(COc1ccc2c(-c3ccccc3)cc(=O)oc2c1)Nc1cccnc1	9	1	-2	-7	2	-1	-3	3	-0.7	3

Screens as filed in PubChem BioAssay.

Rows were taken by chance, and some 4.1% of all compounds hit somewhere here.
